HIF act = HIF pathway transcriptional activators, primary screen, cell-based, U2OS HRE-luciferase, luminescence | U2OS HRE-luciferase reporter; normalized: DMSO 0%, desferrioxamine 100% | activation, % at 7.5 µM (by protocol) | 300,000 tested, 0.32% active | AID 1910, 2009;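 active means mean activation of at least 10% of the iron chelator positive control signal, with at least half of replicates also reaching 10%; inconclusive means mean and replicate majority disagree about reaching 10%; inactive means mean and most replicates under 10%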
PolyA inh = polyadenylation inhibitors in yeast reporter cells, primary screen, luminescence, S. cerevisiae; S. cerevisiae SKY197-pL101 polyadenylation reporter, beta-gal luminescence; efflux-impaired pdr1/pdr3 knockout yeast; score 100 = 6 SD above DMSO; calls only at 12 µM; 300,000 tested, 0.02% active; AID 1875, 2009;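 active means lowest replicate activity score at least 50, where 100 means six control SD above control mean; inconclusive means lowest score under 50 but half or more replicates reach 50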;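 further: yeast exposed to compound for 9 h at 30 °C; higher score means more reporter readthrough which indicates perturbed polyadenylation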
TRPC4 inh = inhibitors of mouse TRPC4 channel, primary screen, Fluo4 calcium, HEK293 TRPC4beta/mu-opioid cells | DAMGO-evoked Fluo4 calcium flux; active compounds read low | B-score at 10 µM | 300,000 tested, 0.39% active | AID 2247, 2010;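 active means B-score over 3 SD under the library average, no early fluorescence shift, positive overall ratio signal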
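Material: HEK293 cells with stable TRPC4beta plus mu-opioid receptor expression / Probe or stimulus: DAMGO in two steps, submaximal then maximal / Compound: single concentration per test compound / Technique: kinetic Fluo4 fluorescence imaging of calcium influx / Read-out: per-well B score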
TRPC6 act = mouse TRPC6 channel activators, primary screen, cell-based, HEK293, membrane potential dye; Short transient receptor potential channel 6 (Mus musculus), Q61143; HEK293-TRPC6 membrane potential dye fluorescence; active compounds read high; B-score at 10 µM; 310,000 tested, 0.13% active; AID 2550, 2010;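 active means B-score of the integrated fluorescence ratio above library mean plus 3 SD, and starting fluorescence ratio within library mean plus 5 SD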;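 further: higher score means more depolarization so channel activation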
Target sequence (Q61143 whole entry, looked up): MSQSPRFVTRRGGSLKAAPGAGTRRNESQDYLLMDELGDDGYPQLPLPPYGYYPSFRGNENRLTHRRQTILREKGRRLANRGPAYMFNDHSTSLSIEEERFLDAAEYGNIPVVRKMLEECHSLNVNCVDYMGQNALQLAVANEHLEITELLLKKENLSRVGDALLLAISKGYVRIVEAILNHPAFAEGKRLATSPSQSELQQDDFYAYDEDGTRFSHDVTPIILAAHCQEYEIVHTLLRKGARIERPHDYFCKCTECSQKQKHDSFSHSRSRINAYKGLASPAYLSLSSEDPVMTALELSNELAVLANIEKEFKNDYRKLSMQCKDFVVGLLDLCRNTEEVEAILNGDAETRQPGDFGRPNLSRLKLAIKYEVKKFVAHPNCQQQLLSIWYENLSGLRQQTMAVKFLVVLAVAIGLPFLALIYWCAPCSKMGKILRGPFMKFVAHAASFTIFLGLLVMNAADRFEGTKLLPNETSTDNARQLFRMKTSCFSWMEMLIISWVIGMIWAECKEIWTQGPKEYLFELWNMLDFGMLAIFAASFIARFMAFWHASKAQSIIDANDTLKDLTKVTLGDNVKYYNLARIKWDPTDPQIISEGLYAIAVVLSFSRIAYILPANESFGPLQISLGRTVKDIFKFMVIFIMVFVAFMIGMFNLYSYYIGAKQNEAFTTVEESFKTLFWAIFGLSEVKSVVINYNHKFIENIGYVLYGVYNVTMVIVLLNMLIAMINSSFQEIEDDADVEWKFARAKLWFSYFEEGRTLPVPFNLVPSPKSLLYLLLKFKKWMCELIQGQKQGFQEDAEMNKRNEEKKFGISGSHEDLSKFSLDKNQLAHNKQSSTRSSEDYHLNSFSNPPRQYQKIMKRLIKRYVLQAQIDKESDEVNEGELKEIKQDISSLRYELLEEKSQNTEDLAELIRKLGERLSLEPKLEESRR
MrgX1 PAM = positive allosteric modulators of MrgX1, primary screen, HEK293 cells, Fluo-4 calcium flux; Mas-related G-protein coupled receptor member X1 (Homo sapiens), Q96LB2; FDSS; active compounds read high; B-score at 10 µM; 310,000 tested, 0.63% active;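 active means plate-corrected calcium response at least 3 library SD above typical, normal starting fluorescence, not activating the receptor alone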;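 further: compound read alongside a low EC10 to EC30 dose of BAM8-22 agonist; peak minus trough fluorescence over baseline measured at the second addition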
AI-2 QS mod = Vibrio harveyi AI-2 quorum sensing modulators, primary screen, JMH597 strain, luminescence/OD600 ratio; Vibrio harveyi JMH597 AI-2 luminescence/OD600 ratio, 9 h; active compounds read low; strain lacks LuxN and CqsS sensors; 0 = neutral-control median; activity change, % at 7.5 µM; 300,000 tested, 0.4% active; AID 2094, 2009; in the data active means activity change below about -75%, passing the limit was not always enough; inconclusive means no clear call, values can overlap the other calls;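 further: luminescence divided by OD600 gain over 9 h not by final OD600 alone; inactives centre near 13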
MrgX1 ag = agonists of human MrgX1 receptor, primary screen, HEK293 cells, Fluo-4 calcium flux; Mas-related G-protein coupled receptor member X1 (Homo sapiens), Q96LB2; Fluo-4 calcium fluorescence, agonist mode; active compounds read high; B-score at 10 µM; 310,000 tested, 0.44% active;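 active means calcium response B-score plate-corrected fluorescence ratio at least 3 library SD, with starting fluorescence B-score inside 5 SD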
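Assay system: stable human MrgX1 HEK293 cell line. Quantity: 15,000 cells per well. Schedule: cells plated overnight, dye loaded 0.5 h 37 °C, 0.5 h room temperature. Detection: Fluo-4 NW calcium-flux fluorescence, kinetic read. Read-out basis: peak-minus-minimum fluorescence over baseline, converted to B scores. Control set: positive and negative control wells on each plate.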
MrgX1 antag = antagonists of human MrgX1 receptor, primary screen, HEK293 cells, Fluo-4 calcium flux | Mas-related G-protein coupled receptor member X1 (Homo sapiens), Q96LB2 | BAM8-22 antagonism; active compounds read low | B-score at 10 µM | 310,000 tested, 1.3% active | AID 588676, 2011;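 active means calcium-response B-score plate-corrected more than 3 library SD below zero, starting fluorescence within 5 deviations, no agonist response on first addition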;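 further: peak minus trough fluorescence over baseline after final BAM8-22 challenge near maximal dose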
TRPC4 agonist = activators of mouse TRPC4 channel, primary screen, Fluo4 calcium, HEK293 TRPC4beta/mu-opioid cells; 310,000 tested, 0.49% active; Short transient receptor potential channel 4 (Mus musculus), Q9QUQ5; AID 2237, 2010; Fluo4 calcium fluorescence; active compounds read high; B-score at 10 µM;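 active means B-score above 5 SD of library B-scores, and initial fluorescence ratio not above library mean plus 5 SD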;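 further: positive B-score marks a calcium rise read as TRPC4 activation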
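Assay system: HEK293 stable line with TRPC4beta plus mu-opioid receptor. Times: dye 45 min RT, read 110 s. Measured by: kinetic Fluo4 calcium fluorescence. Measure: B score of integrated ratio. Controls: assay buffer as low control, maximal DAMGO as high control.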
TRPC6 inh = mouse TRPC6 channel inhibitors, primary screen, cell-based, HEK293, membrane potential dye; Short transient receptor potential channel 6 (Mus musculus), Q61143; ACh-evoked depolarization; active compounds read low; B-score at 10 µM; 310,000 tested, 1.1% active; AID 2553, 2010;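 active means B-score under library mean minus 3 SD, initial fluorescence not abnormally high, positive integrated signal ratio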;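 further: B-score derived from integrated fluorescence ratio over the kinetic read; more negative B-score means stronger inhibition of depolarization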
TRPC4 PAM = positive allosteric modulators of TRPC4, primary screen, cell-based, mouse TRPC4beta, HEK293 mu-opioid, Fluo-4 calcium; 310,000 tested, 0.42% active; Short transient receptor potential channel 4 (Mus musculus), Q9QUQ5; DAMGO EC20, Fluo-4 Ca2+ flux; active compounds read high; AID 2227, 2009; B-score at 10 µM;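 active means B-score of calcium response area above 5 SD of library B-scores, with initial fluorescence ratio within 5 SD of library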;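 further: B-score of integrated fluorescence ratio over time as area under calcium response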
An asterisk follows results filed as active; i = inactive; ? = inconclusive; . = no result given; & = joins results of further samples.

Order of results – HIF act, PolyA inh, TRPC4 inh, TRPC6 act, MrgX1 PAM, AI-2 QS mod, MrgX1 ag, MrgX1 antag, TRPC4 agonist, TRPC6 inh, TRPC4 PAM
(1) Cc1ccc(C(=O)NNC(=O)c2ccncc2)cc1S(=O)(=O)N1CCOCC1
  0.0, i, i, i, i, 15, i, i, i, i, i
(2) Cc1ccc2oc(=O)c3cc(C(=O)NCCCN4CCCCCC4)sc3c2c1
  -0.2, i, i, i, i, 38, i, i, i, i, i
(3) Cc1nn(Cc2cccc(C(=O)Nc3ccn(Cc4ccccc4F)n3)c2)c(C)c1[N+](=O)[O-]
  0.0, i, i, i, i, -2, i, i, i, i, i
(4) COc1ccc(N2CCCn3c2nc2c3c(=O)n(Cc3ccccc3F)c(=O)n2C)c(OC)c1
  0.3, i, i, i, i, 7, i, i, i, i, i
(5) O=[N+]([O-])c1ncccc1OCc1ccc(Cl)c(Cl)c1
  3.0, i, i, i, i, 2, i, i, i, i, i
(6) Nc1nc(Cl)nc2ccc(Br)cc12
  1.1, i, i, i, i, 15, i, i, i, i, i
(7) Cc1ccc(-c2nnn(CC(=O)N(CC3CCCO3)C(C(=O)NC3CCCCC3)c3ccc(F)cc3)n2)o1 (stereo unspecified)
  0.2, i, i, i, i, 36, i, i, i, i, i
(8) CN1CCN(S(=O)(=O)c2ccc(NC(=O)Cc3cccs3)cc2)CC1
  0.0, ., i, i, i, 9, i, -4.7*, i, i, i
(9) c1cnc2nc(-c3ccc4c(c3)OCO4)cn2c1
  2.9, i, i, i, i, 9, i, i, i, i, i
(10) C=C1c2ccccc2NC(=S)N1Cc1ccc2c(c1)OCO2
  0.7, i, i, i, i, 17, i, i, i, i, i
(11) COc1ccccc1N1CCN(CCN2C(=O)C3CCCCN3C2=O)CC1 (stereo unspecified)
  -14, i, i, i, i, 27, i, i, i, i, i
(12) Cc1nc2c(-c3ccc(F)cc3)c(C)nn2c(C)c1CCC(=O)Nc1ccccc1
  ., i, i, i, i, 28, i, i, i, i, i
(13) O=C(c1ccc(NS(=O)(=O)c2cccc3cccnc23)cc1)N1CCCCC1
  -0.7, i, i, i, i, 16, i, i, i, i, i
(14) O=C(NCCCO)c1nnc(Cc2c(F)cccc2Cl)o1
  -0.2, i, i, i, i, 26, i, i, i, i, i
(15) CCc1sc(C(=O)NCCCN2CCCC2=O)cc1Br
  0.1, i, i, i, i, -1, i, i, i, i, i
(16) CCn1c(=NC(=O)c2cccc(N3C(=O)CCC3=O)c2)sc2c(OC)ccc(OC)c21
  0.1, i, i, i, i, 15, i, i, i, i, i
(17) Cc1c(C)n(Cc2ccc(F)cc2)c2ccc(C(=O)NCCCN3CCOCC3)cc12
  -0.6, i, i, i, i, -19, i, i, i, i, i
(18) Cc1cc(C)nc(SCC(=O)c2c(N)n(C)c(=O)n(C)c2=O)n1
  0.3, i, i, i, i, 8, i, i, i, i, i
(19) Fc1ccccc1C1c2[nH]c3ccccc3c2CCN1CCCn1cccn1 (stereo unspecified)
  -0.6, i, i, i, i, 23, i, i, i, i, i
(20) Oc1ccc(Nc2nc(-c3ccccc3O)nc3ccccc23)cc1
  2.0, i, i, i, i, 9, i, i, i, i, i
(21) CCOC(=O)c1ccc(Nc2cc(C)nc(N3CCOCC3)n2)cc1
  -11, i, i, i, i, 25, i, i, i, i, i
(22) COc1ccc(Nc2cc(C(=O)NCCCN3CCOCC3)c3ccccc3n2)c(OC)c1
  0.2, i, i, i, i, 15, i, i, i, i, i
(23) OC(COCC(F)(F)C(F)(F)C(F)(F)C(F)F)Cn1c2ccc(Cl)cc2c2cc(Cl)ccc21 (stereo unspecified)
  -0.3, ., i, i, i, 46, i, i, i, i, i
(24) Cn1c(Cc2ccccc2)n[nH]c1=S
  0.7, i, i, i, i, 37, i, i, i, i, i
(25) CC[n+]1c(C)sc2c(C)cc(C)cc21
  0.0, i, i, i, i, 4, i, i, i, i, i
(26) O=C(NCCc1c[nH]c2ccccc12)c1cc(S(=O)(=O)N2CCCCC2)ccc1N1CCOCC1
  -0.4, i, i, i, i, 8, i, i, i, i, i
(27) COc1cc(C(=O)Nc2c(C(=O)O)[nH]c3ccccc23)cc(OC)c1OC
  -32, i, i, i, i, 16, i, i, i, i, i
(28) COc1cc(CNCCSc2nnnn2C)cc(Br)c1OCc1ccccc1
  0.0, i, i, i, i, 11, i, i, i, i, i
(29) CC(NC(=S)Nc1ccccc1Cl)C(c1cccs1)N1CCCC1 (stereo unspecified)
  -0.1, i, i, i, i, 14, i, i, i, i, i
(30) COCCNc1nc(N)c([N+](=O)[O-])c(NCCO)n1
  0.1, i, i, i, i, 16, i, i, i, i, i

More structures follow:
Order of results – HIF act, PolyA inh, TRPC4 inh, TRPC6 act, MrgX1 PAM, AI-2 QS mod, MrgX1 ag, MrgX1 antag, TRPC4 agonist, TRPC6 inh, TRPC4 PAM
(31) Cc1nnc(C)c2c(C)n(-c3ccc(Br)cc3)c(C)c12
  -0.3, i, i, i, ., 4, ., ., i, i, i
(32) Cc1cc(C)c(C#N)c(SCC(O)CS(=O)(=O)Cc2ccccc2)n1 (stereo unspecified)
  -0.2, i, i, i, i, 12, i, i, i, i, i
(33) CCCCCc1ccc(-c2cn(Cc3ccc(C(=O)c4ccccc4)cc3)nn2)cc1
  1.3, i, i, i, i, 23, i, i, i, i, i
(34) C=CCNC(=S)NNC(=O)c1cccn(Cc2ccc(Cl)cc2)c1=O
  -0.1, i, i, i, i, 39, i, i, i, i, i
(35) CSCCNC(=O)c1ccc(C(C)(C)C)cc1
  1.1, i, i, i, i, 16, i, i, i, i, i
(36) Cc1ccc([N+](=O)[O-])cc1NC(=S)NC(=O)c1c(Cl)cnn1C
  -0.9, i, i, i, ., 19, ., ., i, i, i
(37) Nc1ccc(/C=C/C(=O)c2cccs2)cc1
  2.3, i, i, 81*, i, 5, i, i, 92*, i, i
(38) CCN(Cc1ccccc1)c1ccc(/C=N/NC(=S)NC(C)C)cc1
  0.8, i, i, i, i, 5, i, i, i, i, i
(39) CN(CC(=O)Nc1cccnc1)S(=O)(=O)c1ccccc1
  0.7, i, i, i, i, 18, i, i, i, i, i
(40) Fc1ccc(C2CC(c3ccco3)=Nc3ccccc3S2)cc1 (stereo unspecified)
  2.8, i, i, i, i, 7, i, i, i, i, i
(41) CCOC(=O)N1CCN(CCC(=O)Nc2cccc(Br)c2)CC1
  0.2&0.4, i, i, i, i, -3&-7, i, i, i, i, i
(42) COc1cc(/C=N/N2CCOCC2)ccc1OCc1ccccc1
  2.3, i, i, i, i, 3, i, i, i, i, i
(43) O=C(NCc1nc2ccccc2[nH]1)C1=C[C@@H](C2CCCCC2)C[C@@H](OCc2ccc(CO)cc2)O1
  -0.7, i, i, i, i, 23, i, i, i, i, i
(44) O=C(N/N=C/c1cc(O)ccc1Br)c1cccnc1
  14*, i, i, i, i, ?, i, i, i, i, i
(45) O=C(COc1ccc([N+](=O)[O-])cc1)NN=C1CCCC1
  -0.5, i, i, i, i, 4, i, i, i, i, i
(46) CC(Oc1ccccc1Cl)C(=O)N1CCOCC1 (stereo unspecified)
  -0.2, i, i, i, i, 30, i, i, i, i, i
(47) Cn1nnnc1SCC(=O)N1CCN(c2ccc(Cl)cc2)CC1
  -0.9, i, i, i, i, 21, i, i, i, i, i
(48) Cn1c(CCN2CCOCC2)nc2cc(NC(=O)c3cccs3)ccc21
  -0.6, i, i, i, i, 3, i, i, i, i, i
(49) COc1ccc2c(c1)cc1n2CCN=C1NN
  1.1, i, i, i, i, 7, i, i, i, i, i
(50) CCc1ccc(N=c2c([N+](=O)[O-])nn(-c3ccc4c(c3)OCCO4)n2O)cc1
  -0.1, i, i, i, i, 41, i, i, i, i, i
(51) O=S(=O)(c1ccc(N2CCC(c3ccc(Cl)cc3)=N2)cc1)N(CCO)CCO
  0.1, i, i, i, i, 9, i, i, i, i, i
(52) CCN(CC)S(=O)(=O)c1ccc(NS(=O)(=O)c2cccs2)cc1
  -0.2, i, i, i, i, 29, i, i, i, i, i
(53) O=C(CCCC(=O)N(CC(=O)NC1CCCCC1)c1cccc(F)c1)Nc1ccccn1
  -0.2, i, i, i, i, 20, i, i, i, i, i
(54) CCN1CCc2nc(NC(=O)c3cc(F)c(F)cc3Cl)sc2C1
  0.4, i, i, i, i, 2, i, i, i, i, i
(55) CCN(CC)c1ccc(/C=N/Nc2nc(C)cc(C)n2)cc1
  -0.1, i, i, i, i, -2, i, i, i, i, i
(56) O=C1CC(c2ccc3c(c2)OCCO3)Oc2ccc([N+](=O)[O-])cc21 (stereo unspecified)
  3.4, i, i, i, i, 9, i, i, i, i, i
(57) CN(C(=O)c1cc(COc2c(F)cccc2F)on1)C1CCOC1 (stereo unspecified)
  1.5, i, i, i, i, 15, i, i, i, i, i
(58) Cc1ccc(C2CC(=O)NC(SCc3ccccc3)=C2C#N)cc1 (stereo unspecified)
  -0.5, i, i, i, i, 4, i, i, i, i, i
(59) COC(=O)c1cc2ccc(OC)c(OC)c2c(=O)s1
  0.4, i, i, i, i, 32, i, i, i, i, i
(60) CCOC(=O)CSc1nc2ccccc2c(=O)n1CCCCCC(=O)NCc1ccco1
  -0.4, i, i, i, i, 7, i, i, i, i, i

Assay outcomes deposited in PubChem by several laboratories.

Only part of the results is shown; count on the stated rates, not on these rows.
